Bioassay records (PubChem BioAssay)
UGM FP inh: inhibitors of M. tuberculosis UDP-galactopyranose mutase | 320,000 tested, 0.06% active | purified UGM, fluorescence polarization probe displacement | P9WIQ1 | AID 504406 | inhibition, % at 10 µM; in the data active means inhibition above about 10%, passing the limit was not always enough; inconclusive means no clear call, values can overlap the other calls
FadD28 FP inh: blocks FadD28 binding to the bisubstrate probe; fluorescence polarization; inhibition, % at 12.5 µM; 360,000 tested, 0.22% active; in the data active means inhibition above about 8.5%, passing the limit was not always enough; inconclusive means no clear call, values can overlap the other calls
BoNT-A LC inh2: blocks Botulinum neurotoxin A light chain protease. 360,000 tested, 0.17% active. multiplex microsphere protease substrate cleavage, flow cytometry. AID 588499. inhibition, % at 10 µM; further: plate controls were buffer without enzyme for full effect and enzyme alone for no effect
Mtb FBA inh: Mtb fructose-bisphosphate aldolase inhibition; purified M. tuberculosis FBA, fluorescence read-out; inhibition, % at 1 µM; 360,000 tested, 2.3% active; AID 588726; in the data active means inhibition above about 27%;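 further: 0% = vehicle and 100% = reference inhibitor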
GDH-TPI inh: GDH-TPI coupled enzyme inhibition counter-screen. inhibition, % at 4.8 µM. 360,000 tested, 1.2% active. AID 588335. GDH-TPI coupled enzyme counterscreen, NADH absorbance; in the data active means inhibition above about 30%;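 further: 0% = DMSO wells and 100% = wells lacking the enzyme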
PfHsp40 yeast: rescue of PfHsp40-mediated yeast toxicity | 340,000 tested, 0.68% active | S. cerevisiae expressing PfHsp40, growth rescue, ATP luminescence | growth rescue, % at 12.5 µM; in the data active means growth rescue above about 28%, passing the limit was not always enough; inconclusive means no clear call, values can overlap the other calls;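 further: yeast W303a lacking pdr1 and pdr3 grown in galactose medium; growth measured after three days at 30 °C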
Mtb BioA inh: blocks M. tuberculosis BioA enzyme activity | purified M. tuberculosis BioA enzyme, plate reader | inhibition, % at 9.99 µM | 360,000 tested, 0.096% active | AID 602481; in the data active means inhibition above about 40%; inconclusive means no clear call, values can overlap the other calls
Anthrax LF inh2: blocks Bacillus anthracis lethal factor protease; P15917; multiplex microsphere protease cleavage assay, LF; inhibition, % at 10 µM; 360,000 tested, 0.12% active; AID 588501; further: plate controls were buffer without enzyme for full effect and enzyme alone for no effect
Target sequence (P15917 whole entry, looked up): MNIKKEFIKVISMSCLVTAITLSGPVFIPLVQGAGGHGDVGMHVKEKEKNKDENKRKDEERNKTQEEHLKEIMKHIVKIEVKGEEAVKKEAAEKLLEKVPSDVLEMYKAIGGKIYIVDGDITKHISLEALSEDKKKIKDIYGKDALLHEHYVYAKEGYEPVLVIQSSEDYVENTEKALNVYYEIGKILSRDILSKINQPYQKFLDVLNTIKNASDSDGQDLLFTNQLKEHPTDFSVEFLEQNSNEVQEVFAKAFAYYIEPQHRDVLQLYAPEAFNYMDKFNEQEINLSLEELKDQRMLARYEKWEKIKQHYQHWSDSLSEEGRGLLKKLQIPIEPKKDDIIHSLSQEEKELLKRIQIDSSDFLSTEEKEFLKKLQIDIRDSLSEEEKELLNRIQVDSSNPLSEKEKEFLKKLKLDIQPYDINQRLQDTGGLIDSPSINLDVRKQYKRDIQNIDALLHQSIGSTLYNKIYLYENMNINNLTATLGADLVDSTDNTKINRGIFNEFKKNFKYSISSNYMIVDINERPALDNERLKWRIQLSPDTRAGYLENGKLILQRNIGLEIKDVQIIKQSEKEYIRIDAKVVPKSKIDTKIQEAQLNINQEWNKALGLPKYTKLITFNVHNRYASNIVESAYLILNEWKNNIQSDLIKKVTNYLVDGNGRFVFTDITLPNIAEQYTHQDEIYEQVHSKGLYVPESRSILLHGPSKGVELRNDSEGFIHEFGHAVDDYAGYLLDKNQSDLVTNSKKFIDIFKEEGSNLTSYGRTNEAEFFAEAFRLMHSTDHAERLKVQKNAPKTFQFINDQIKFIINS
BoNT-F LC inh: blocks Botulinum neurotoxin F light chain protease | Multiplex microsphere protease cleavage assay, flow cytometry | AID 588497 | inhibition, % at 10 µM | 360,000 tested, 0.22% active; in the data active means inhibition above about 35%, passing the limit was not always enough; inconclusive means no clear call, values can overlap the other calls; further: plate controls were buffer without enzyme for full effect and enzyme alone for no effect
* hit, by the source's call; ? = inconclusive; nt = not tested or not shown; & = joins results of further samples. Unless noted, no stated cut-off is given here; in the data, active means inhibition above about 30%; inconclusive means no clear call, values can overlap the other calls; inactive means below that.

SMILES	UGM FP inh	FadD28 FP inh	BoNT-A LC inh2	Mtb FBA inh	GDH-TPI inh	PfHsp40 yeast	Mtb BioA inh	Anthrax LF inh2	BoNT-F LC inh
COC(=O)C1CCN(C(=O)c2ccc(OC3CCN(Cc4ccccn4)CC3)cc2)CC1	2.6	1.1	0.6	0	4	0.9	nt	-2	-1
COc1ccc(-n2cc(CN(C)C3CCOCC3)c(-c3cccc(F)c3)n2)cc1	2.2	-2.7	1.2	12	0	2.4	nt	0	-6
Cc1nnc2sc(SCC(=O)Nc3ccc(Br)cc3)nn2c1=O	-0.9	-8.4	-0.7	1	4	0.2	nt	-4	2
COc1cccc(-c2noc(CCC(=O)NCCc3ccccc3)n2)c1	1.3	0.3	-2.0	-1	10	0.5	-1.8	11	6
CCC1(c2ccccc2)NC(=O)N(CC(=O)Nc2ccccc2C(=O)N2CCCCC2)C1=O (configuration not stated)	3.1	-2.8	-3.6	0	-3	0.1	-0.8	0	1
O=C(Cn1cc(COc2ccccc2C(F)(F)F)nn1)c1ccc(O)cc1	nt	-2.8	0.1	-3	17	1.8	5.4	-2	1
Cc1cc(C)n2nc(S(=O)(=O)N(C)Cc3ccccc3)nc2n1	3.3	-7.8	?	-1	1	3.6	-1.6	0	2
O=C(N/N=C/c1cc([N+](=O)[O-])ccc1O)/C(=C\c1cccs1)NC(=O)c1ccccc1	-1.9	-1.5	-1.2	-20	16	1.1	nt	-1	-12
Cc1sc2ncnc(N(C)CCc3ccccn3)c2c1C	-0.7	0.9	0.1	5	3	0.0	0.6	-3	1
COc1cccc(CNC(=O)CCCn2ccc3cc(S(=O)(=O)N4CCCC4)ccc32)c1	0.3	-3.4	1.2	0	-5	1.7	-0.2	-1	-1

Entries of single compounds as entered above. Order of screens: UGM FP inh	FadD28 FP inh	BoNT-A LC inh2	Mtb FBA inh	GDH-TPI inh	PfHsp40 yeast	Mtb BioA inh	Anthrax LF inh2	BoNT-F LC inh
Cc1nnc2sc(SCC(=O)Nc3ccc(Br)cc3)nn2c1=O in the list: -0.9	-8.4	-0.7	1	4	0.2	nt	-4	2
CCC1(c2ccccc2)NC(=O)N(CC(=O)Nc2ccccc2C(=O)N2CCCCC2)C1=O (configuration not stated) in the list: 3.1	-2.8	-3.6	0	-3	0.1	-0.8	0	1
COc1cccc(-c2noc(CCC(=O)NCCc3ccccc3)n2)c1 in the list: 1.3	0.3	-2.0	-1	10	0.5	-1.8	11	6
COC(=O)C1CCN(C(=O)c2ccc(OC3CCN(Cc4ccccn4)CC3)cc2)CC1 in the list: 2.6	1.1	0.6	0	4	0.9	nt	-2	-1

The list continues:
SMILES	UGM FP inh	FadD28 FP inh	BoNT-A LC inh2	Mtb FBA inh	GDH-TPI inh	PfHsp40 yeast	Mtb BioA inh	Anthrax LF inh2	BoNT-F LC inh
CCN=C1S/C(=C/c2ccc(-c3ccc(F)cc3)o2)C(=O)N1CC	2.9	-0.7	8.4	1	3	-0.8	-3.5	7	-2
COc1ccccc1OC(C)C(=O)Nc1ccc(S(=O)(=O)Nc2nccs2)cc1 (configuration not stated)	-0.5	-0.7	0.1	4	-2	-0.7	-1.0	1	-2
Cc1cccc(NCC(=O)N/N=C\c2ccccn2)c1	5.6	-2.0	-0.4	7	-1	1.0	nt	-4	-4
O=C(COc1ccccc1)NC(=S)Nc1ccc(Br)cn1	1.4	-2.7	-0.2	4	-1	nt	-2.0	-5	-2
CC(=O)N1c2ccc(S(=O)(=O)N3CCC(C(=O)NCc4ccc(Cl)cc4)CC3)cc2CC1C (configuration not stated)	-1.6	-2.2	-0.5	-2	2	0.7	-1.2	2	-9
c1ccc2[nH]c(-c3ccc4c(c3)OCO4)nc2c1	1.5	-1.7	-2.3	20	4	nt	2.1	4	-42
COc1ccc(C(=O)N(C)CCOc2ccc(Cl)cc2)cc1S(=O)(=O)N1CCCC1	nt	0.7	-0.2	0	10	nt	0.1	-8	-4
O=C(CCN(NC(=O)c1ccccc1)C1=NS(=O)(=O)c2ccccc21)NC1CCCCC1	-2.8	-1.6	-0.7	-1	2	0.6	1.8	-1	-8
O=C(NN=C1CCC(c2ccccc2)CC1)c1ccccc1-n1cccc1 (configuration not stated)	nt	-1.7	-0.9	-3	4	0.6	0.4	0	1
Cc1ccc(NC(=O)CCC(=O)NNC(=O)C(C)(C)C)c(C)c1	-0.5	-1.4	0.1	5	9	-1.3	nt	0	-1
CS(=O)(=O)N(CC(=O)Nc1ccccc1)Cc1ccc(Cl)cc1	nt	0.7	0.5	0	8	0.2	0.3	-4	-2
CCCCN1C(=O)CC2CCOC21C (configuration not stated)	nt	-1.8	-0.6	-1	2	nt	-0.6	-2	-12
Oc1cccc(C=Nc2cccc3ccccc23)c1O	3.5	-0.8	0.4	0	20	15	-1.5	0	-52
CC(=O)N1C(=O)/C(=C2\SC(=S)N(c3c(C)n(C)n(-c4ccccc4)c3=O)C2=O)c2ccccc21	-4.6	-1.9	13	0	8	-1.7	nt	6	29
CCC(=O)Nc1cccc(C(=O)OCc2cccc([N+](=O)[O-])c2)c1	nt	-0.4	-0.5	-2	-2	2.3	0.0	-2	-4
CC(C)N1CN(c2ccccc2)C(=S)N(c2ccccc2)C1	6.6	-0.5	-4.2	3	-8	2.6	-2.9	-2	-8
O=C(CNC(=O)c1cccs1)Nc1ccc2c(c1)OCCO2	5.4	-0.7	nt	5	5	-1.3	-0.1	nt	nt
Cc1cc(C)nc(SCC(=O)Nc2ccc(S(=O)(=O)Nc3nccs3)cc2)n1	-0.1	-3.6	0.5	-1	-4	0.3	0.9	-1	-3
O=C(N/C(=C/c1ccc(Br)cc1)C(=O)N1CCOCC1)c1ccco1	0.1	0.5	1.8	5	14	-1.5	-0.7	-2	9
CCOc1cccc(/C=C2\NC(=S)N(c3ccccc3)C2=O)c1O	-2.8	-0.5	-4.4	-10	7	-0.8	0.9	-4	-21
CCOC(=O)N1CCC(NC(=O)C2CCN(C(=O)c3cc4oc(C)cc4n3Cc3c(F)cccc3Cl)CC2)CC1	0.2	-2.4	-0.3	-3	8	0.0	nt	-1	-3
Cc1ccccc1CNC(=O)CC1C(=O)NCCN1CC1CCCCC1 (configuration not stated)	-3.2	-4.8	0.8	-1	2	-0.3	0.5	-11	-2
Cc1cc2c(c(=O)o1)C(c1cccs1)C(C#N)=C(N)O2 (configuration not stated)	0.9	-1.6	-0.6	0	-1	-1.7	nt	-1	-21
CCn1nccc1NC(=O)c1ccc2sc([C@@H]3O[C@H](CO)[C@H](O)[C@H](O)[C@H]3O)nc2c1	nt	-0.7	-0.5	5	0	nt	0.1	6	-1
CN(C)/C=C/C(=O)c1ccc(-n2cccc2)cc1	-1.1	2.5	-0.6	0	18	4.3	nt	0	1
Cn1c(=NC(=O)C2CCN(S(=O)(=O)c3cccs3)CC2)sc2ccccc21	0.8	-1.1&-0.9	0.2&0.3	0&4	-4&5	-0.8&0.5	1.3	2&-2	-8&-4
CCCOc1ccc(NC(=O)CC2C(=O)OCC3CCCCN32)cc1 (configuration not stated)	-0.2	-1.8	2.8	1	-3	0.6	-1.8	2	1
CN(Cc1cnccn1)C(=O)CC1C(=O)NCCN1Cc1c(F)cccc1Cl (configuration not stated)	3.4	0.1	0.2	3	3	1.0	1.1	-2	4
COc1ccc(C(=O)Nc2ccc(C(F)(F)F)n(C)c2=O)cc1	0.7	0.6	0.5	1	11	0.9	nt	-2	-1
O=C(N/N=C1\C2CN3CCN(C2)CC1(c1ccccc1)C3)c1ccc(F)cc1	0.4	-3.3	0.0	1	-3	0.6	nt	-2	-8
CCOP(=O)(c1ccc(N(C)C)cc1)C(O)c1cccnc1 (configuration not stated)	0.9	-1.6	-0.8	0	2	-0.5	nt	-23	?
O=C(COc1ccc(Cl)cc1Cl)NNC(=S)NC(=O)c1ccco1	-0.8	-3.0	-0.7	4	3	1.1	-0.3	15	?
O=C(c1ccc(S(=O)(=O)N2CCCCC2)cc1)N1CCN(Cc2ccc3c(c2)OCO3)CC1	nt	0.0	0.7	0	6	-0.1	-0.8	1	-2
CCc1cc(=O)oc2cc(C)cc(OCC(=O)NC3CC3)c12	1.5	-2.6	-0.6	65*	9	0.3	-2.1	-3	3
O=C(CCN1C(=O)c2ccccc2C1=O)NCc1ccccc1	-1.0	0.1	0.6	-3	8	-1.9	-4.5	-4	-1
COc1ccc2[nH]c3c(c2c1)CCN1C(=O)C(CC(=O)NC(C)(C)C)C[C@H](C(=O)N2CCOCC2)[C@@]31CCC1CCCC1 (some centres not stated)	nt	-1.4	-0.2	-1	-1	-1.1	-1.0	3	6
COc1ccc(OCC(=O)Nc2ccc(N3CCCCC3)cc2)cc1	1.0	-1.5	-0.5	-1	-4	0.1	nt	-2	0
O=C(C(=Cc1ccccc1)c1ccccc1)c1ccccc1	nt	-2.1	-0.1	-1	nt	nt	nt	2	-2
Cc1ccccc1Cn1nnc(-c2ccc3c(c2)OCO3)n1	-0.4	-1.8	0.2	0	0	4.3	-0.5	-8	-10
Cc1ccc(-c2oc3ccccc3c(=O)c2O)cc1	-0.9	-1.9	7.8	3	17	-0.9	-0.5	10	-4
Oc1ccc(/C=N/N(c2ccccc2)c2ccccc2)c(O)c1O	-0.3	0.5	1.2	-1	9	0.3	-1.9	-4	-10
CCOc1ccc(NC(=O)Nc2ccc3c(c2)nc(C)n3C)cc1	-0.7	-1.4	-0.9	5	7	0.4	-1.1	-6	2
CCC(=O)OC(Cc1ccccc1)(c1ccccc1)[C@H](C)CN(C)C (some centres not stated)	nt	1.2	-2.0	7	-9	0.6	-3.1	-3	-6
CCOc1ccc(C(C)(C)C)cc1S(=O)(=O)N1CC(C)OC(C)C1 (configuration not stated)	-3.4	-1.5	0.0	2	10	1.3	1.1	1	2
COc1ccc(NC(=O)C(CCSC)NC(N)=O)cc1Cl (configuration not stated)	0.9	-0.3	-0.2	7	6	0.6	nt	-4	-10
Cc1cc(Cl)ccc1OCC(O)CNCCc1ccc(S(N)(=O)=O)cc1 (configuration not stated)	-2.8	-2.1	0.2	3	4	-1.1	-3.4	-2	-33
O=C(CSc1nnnn1-c1ccc2c(c1)CCC2)NCc1cccs1	-1.7	-2.4	0.7	-2	10	-0.3	0.3	-1	7
NC(=O)CSc1ccc(F)cc1	-1.4	-0.2	-0.1	5	-1	0.8	0.7	-1	2
CC(C)Oc1ccc(C(=O)Nc2ccc(S(=O)(=O)N3CCN(C)CC3)cc2)cc1	-0.8	-4.0	-2.4	1	-1	-0.4	-1.9	4	-11
CC(=O)NCCOc1ccc2oc3ccccc3c2c1	0.0	-6.5	-0.4	0	14	-1.2	-1.0	-1	-10

A different layout for part of the listing above:
SMILES,UGM FP inh,FadD28 FP inh,BoNT-A LC inh2,Mtb FBA inh,GDH-TPI inh,PfHsp40 yeast,Mtb BioA inh,Anthrax LF inh2,BoNT-F LC inh
COc1ccc2[nH]c3c(c2c1)CCN1C(=O)C(CC(=O)NC(C)(C)C)C[C@H](C(=O)N2CCOCC2)[C@@]31CCC1CCCC1 (some centres not stated),nt,-1.4,-0.2,-1,-1,-1.1,-1.0,3,6
COc1ccc(OCC(=O)Nc2ccc(N3CCCCC3)cc2)cc1,1.0,-1.5,-0.5,-1,-4,0.1,nt,-2,0
O=C(C(=Cc1ccccc1)c1ccccc1)c1ccccc1,nt,-2.1,-0.1,-1,nt,nt,nt,2,-2
Cc1ccccc1Cn1nnc(-c2ccc3c(c2)OCO3)n1,-0.4,-1.8,0.2,0,0,4.3,-0.5,-8,-10

The results go on:
SMILES	UGM FP inh	FadD28 FP inh	BoNT-A LC inh2	Mtb FBA inh	GDH-TPI inh	PfHsp40 yeast	Mtb BioA inh	Anthrax LF inh2	BoNT-F LC inh
CC(C)OCCCNC(=O)c1cc(-c2cccnc2)nc2ccccc12	0.3	-0.5	-0.2	1	7	0.7	-2.8	-9	16
Cc1ccc2c(c1)N(CC(=O)N1CCCCC1)C(=O)CO2	-2.5	-1.9	1.2	-1	-1	0.6	0.6	-8	4
O=C(CN1C(=O)c2ccccc2C1=O)N1CCN(C2c3ccccc3-c3ccccc32)CC1	nt	0.2	-0.8	1	0	1.9	nt	-1	-3
Clc1ccc(OCCN2CCOCC2)cc1Cl	-0.6	-1.3	-0.2	1	8	-0.1	0.6	-1	-2
